# ST2 inh – inhibitors of human ST2 (IL1RL1) binding to IL-33. Q01638. AlphaLISA ST2-Fc/biotin-IL-33 interaction, 1 h. inhibition, % for hits at 17 µM. 78,000 tested, 2.3% active. AID 1259354; in the data active = inhibition above about 30%; inconclusive = mostly about 10% to 28%
# Target sequence (Q01638 whole entry, looked up): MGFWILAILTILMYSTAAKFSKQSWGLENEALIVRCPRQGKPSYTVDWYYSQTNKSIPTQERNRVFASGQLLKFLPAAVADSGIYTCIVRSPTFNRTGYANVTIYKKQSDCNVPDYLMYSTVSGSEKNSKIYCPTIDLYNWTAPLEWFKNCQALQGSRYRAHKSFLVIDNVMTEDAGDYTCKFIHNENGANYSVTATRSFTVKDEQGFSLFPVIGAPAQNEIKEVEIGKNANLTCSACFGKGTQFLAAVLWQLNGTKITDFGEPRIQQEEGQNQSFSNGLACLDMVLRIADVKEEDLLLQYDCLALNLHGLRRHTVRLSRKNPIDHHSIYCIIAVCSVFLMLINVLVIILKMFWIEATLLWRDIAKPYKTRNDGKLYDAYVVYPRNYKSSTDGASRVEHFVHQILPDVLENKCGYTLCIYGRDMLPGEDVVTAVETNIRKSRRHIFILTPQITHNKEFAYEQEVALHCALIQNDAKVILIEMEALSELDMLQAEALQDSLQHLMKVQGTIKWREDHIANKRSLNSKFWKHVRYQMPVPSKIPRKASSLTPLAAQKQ
# Active calls of the source: *; i = inactive; ? = inconclusive. Not all compounds are listed; count on the stated rates, not on these rows.
SMILES,ST2 inh
O=c1oc2ccc(Cl)cc2cc1-c1nc(-c2ccccc2)cs1,?
CC(C)CN1CC(C(=O)N2CC(c3ccncc3)C2)CC1=O (stereo unspecified),i
C=CCCC(=O)N1CCc2ccc(NC(=O)c3ccc(C(F)(F)F)cc3)cc2C1,i
NC(=O)C1CCN(c2nc(-c3ccccc3)cs2)CC1,i
COc1cc(OC)cc(C(=O)N2CCN=C2SCc2cc(C)ccc2C)c1,i
Cc1c(N)cccc1-c1nc2cc(Cl)ccc2o1,i
O=[N+]([O-])c1cccc(C2SCCN2S(=O)(=O)c2ccc(Cl)c(Cl)c2)c1 (stereo unspecified),i
O=C(NCCSc1c[nH]c2ccccc12)c1cc(Cl)ccc1Cl,i
Cc1ccc(NC(=O)c2cnc3scc(C)n3c2=O)cc1F,i
Cc1ccnn1CCN1CCC(=O)N(CC2CC2)C(C(C)C)C1 (stereo unspecified),?
O=C(NCc1ccco1)c1cccn2c(=O)c3cc4ccccc4cc3nc12,i
COc1ccc(CC(=O)NC2=NC(=O)C(C)S2)cc1 (stereo unspecified),?
CCC(C)OC(=O)C1=C(C)NC2=C(C(=O)C(C(=O)OC)C(C)C2)C1c1ccc(C)cc1 (stereo unspecified),i
O=C(CN1C(=O)C(=O)c2ccccc21)Nc1ccc(Br)cc1,i
COc1ccc(C(=O)NCC2(c3ccccc3)CCOCC2)c(OC)c1,i
O=C(NC1CCCCC1)c1ccc(NC2=NC3CS(=O)(=O)CC3S2)cc1 (stereo unspecified),i
Cc1ccc(NS(=O)(=O)c2ccc3c(c2)CCC(=O)N3)cc1F,i
O=[N+]([O-])c1ccc(S(=O)(=O)Nc2ccc(Br)cc2)cc1,i
CCn1cc(-c2c(-c3ccccc3)ncn2Cc2ccc3nonc3c2)c(C)n1,?
CN1CCc2c(sc(NC(=O)C3COc4ccccc4O3)c2-c2nc3ccccc3s2)C1 (stereo unspecified),i
CCOc1ccc(/C=C2/OC(=O)c3c2cc(C)[nH]c3=O)cc1,?
O=C(CN1CCOc2ccccc21)N1CCCC1,i
Cc1ccccc1S(=O)(=O)CC(SC#N)c1ccccc1 (stereo unspecified),?
O=C(NC1CC1)c1cc2n(n1)CCN(C(=O)CC1NC(=O)c3ccccc31)C2 (stereo unspecified),i
Cn1nc(C2CCN(C(=O)C3COC(=O)N3)CC2)n(-c2ccccc2)c1=O (stereo unspecified),i
CC(C)N(C(=O)c1ccc(C(=O)Nc2ccc(Br)cc2)cc1)C(C)C,?
CCN(CC)C(CNc1nc(C)nc2c1cnn2C)c1ccco1 (stereo unspecified),i
c1ccc(CN2C3=NCCN3c3ccccc32)cc1,?
O=C(NCCCN1CCOCC1)c1ccc(Cl)cc1Cl,?
O=C(CN1CCCCCC1)N1CCCc2c1c(=O)oc1ccc(O)cc21,i

# A portion from further up:
SMILES,ST2 inh
CCC(C)OC(=O)C1=C(C)NC2=C(C(=O)C(C(=O)OC)C(C)C2)C1c1ccc(C)cc1 (stereo unspecified),i
O=C(CN1C(=O)C(=O)c2ccccc21)Nc1ccc(Br)cc1,i
COc1ccc(C(=O)NCC2(c3ccccc3)CCOCC2)c(OC)c1,i
O=C(NC1CCCCC1)c1ccc(NC2=NC3CS(=O)(=O)CC3S2)cc1 (stereo unspecified),i
Cc1ccc(NS(=O)(=O)c2ccc3c(c2)CCC(=O)N3)cc1F,i
O=[N+]([O-])c1ccc(S(=O)(=O)Nc2ccc(Br)cc2)cc1,i
CCn1cc(-c2c(-c3ccccc3)ncn2Cc2ccc3nonc3c2)c(C)n1,?
CN1CCc2c(sc(NC(=O)C3COc4ccccc4O3)c2-c2nc3ccccc3s2)C1 (stereo unspecified),i
CCOc1ccc(/C=C2/OC(=O)c3c2cc(C)[nH]c3=O)cc1,?
O=C(CN1CCOc2ccccc21)N1CCCC1,i
Cc1ccccc1S(=O)(=O)CC(SC#N)c1ccccc1 (stereo unspecified),?
O=C(NC1CC1)c1cc2n(n1)CCN(C(=O)CC1NC(=O)c3ccccc31)C2 (stereo unspecified),i
Cn1nc(C2CCN(C(=O)C3COC(=O)N3)CC2)n(-c2ccccc2)c1=O (stereo unspecified),i
CC(C)N(C(=O)c1ccc(C(=O)Nc2ccc(Br)cc2)cc1)C(C)C,?
CCN(CC)C(CNc1nc(C)nc2c1cnn2C)c1ccco1 (stereo unspecified),i
c1ccc(CN2C3=NCCN3c3ccccc32)cc1,?
O=C(NCCCN1CCOCC1)c1ccc(Cl)cc1Cl,?
O=C(CN1CCCCCC1)N1CCCc2c1c(=O)oc1ccc(O)cc21,i

# Further structures
SMILES,ST2 inh
COc1cc(N)c(Cl)cc1NC(=O)c1ccccc1,i
COc1ccc(C2C(C#N)=C(N)N(c3ccc(OC)cc3OC)C3=C2C(=O)CC(C)(C)C3)cc1 (stereo unspecified),?
Cc1ccc(Cn2c(CNS(C)(=O)=O)nc3cccnc32)cc1,i
CC(=O)c1ccc(NC(=O)c2noc3c2CC(C(C)(C)C)CC3)cc1 (stereo unspecified),i
Cc1ccc(C(=O)NC(NC(=O)c2ccc(Cl)cc2)C(Cl)Cl)cc1 (stereo unspecified),i
CCCOC(=O)C1=C(C)NC2=C(C(=O)C(C(=O)OC)C(C)C2)C1c1cc(OC)ccc1OC (stereo unspecified),i
COc1cc(C2CC(=O)c3c(cc(O)c(CC=C(C)C)c3O)O2)ccc1O (stereo unspecified),i
COCCC(=O)N[C@H]1CC[C@]2(C)CCC([C@H](C)C(=O)N(CCOC)CCOC)[C@H](O)[C@H]2[C@@H]1C (stereo partly specified),i
CCNC(=O)N[C@H]1[C@H](O)[C@@H](N(C)CCc2ccccn2)[C@@H]2OC[C@H]1O2,i
CCCn1c(COc2ccccc2)nc2ccccc21,i
O=C1CC(c2cccs2)CC2=C1C(c1ccccc1F)Nc1ccccc1N2 (stereo unspecified),i
Cc1ccc(-c2csc(/C(C#N)=C/c3cccs3)n2)cc1,64%*
Cc1ccc(-c2cc(O)c3c(c2)CN(C(=O)c2cccc(F)c2)CCO3)s1,?
CCOc1ccc(/C=C2\N=C(SC)SC2=O)cc1,44%*
CCOC(=O)CNC(=O)N(C)CC1CCCN(CCc2ccccc2OC)C1 (stereo unspecified),i
Cc1ncc2c(c1CNS(=O)(=O)c1cccs1)CCN(C(=O)/C=C/c1cc(F)cc(F)c1)C2,i
CC(=O)c1ccc(C(=O)N2CCc3c(cc(-c4ccccc4F)c(=O)n3Cc3ccncc3)C2)cc1,?
CCOC(=O)C1(Cc2ccccc2)CCN(Cc2ccc(C#CC(C)(C)O)s2)CC1,?
CCOc1ccc(S(=O)(=O)NC2CCCC2)c2cccnc12,i
COc1ccc(O)c(C2=Nc3ccccc3N=C(c3ccc(F)cc3)C2)c1,32%*
C=Cc1cccc(CN2CCC3(CC2)CCN(C(=O)COC)CC3)c1,i
COc1cccc(-n2cc(C(=O)NC(C)C(=O)O)c3ccccc3c2=O)c1 (stereo unspecified),i
CC(C)(C)c1ccc(S(=O)(=O)CCc2ccccn2)cc1,i
Cc1cc(OC(=O)C2COc3ccccc3O2)cc(C)c1Cl (stereo unspecified),i
CCC(C)C1N=C2c3ccccc3N=C(SCC(=O)NCc3ccc(C)cc3)N2C1=O (stereo unspecified),?
CC(C)CCNC(=O)C1c2c(n(C)c3ccccc23)SCC(=O)N1CCc1ccc(Cl)cc1 (stereo unspecified),i
CN(Cc1ccncn1)C(=O)c1nn(C)c(=O)c2ccccc12,?
CCOc1ccc(NC(=O)CSc2nc(-c3ccc4c(c3)OCO4)nc3cc(=O)[nH]n23)cc1,i
CCN(CC)Cc1c(O)ccc2cc(-c3nc4ccccc4[nH]3)c(=O)oc12,i
COc1ccc(/C=C/C(=O)N2CCC3(CC2)CC3C(=O)N2CCN(c3ccccn3)CC2)cc1OC (stereo unspecified),?
COc1ccc(C(=O)C2CCCN(CC#Cc3ccccc3)C2)cc1OC (stereo unspecified),?
CC1=NS(=O)(=O)c2ccccc2N1Cc1cccc(Cl)c1,i
O=C1N/C(=C\c2ccc(Cl)cc2)C(=O)N1Cc1ccc(Cl)cc1,i
CCC(C(=O)Nc1ccccc1NC(C)=O)c1ccccc1 (stereo unspecified),i
O=C(Nc1n[nH]c(Cc2ccccc2)n1)N1CCc2ccccc2C1,i
COc1ccc(C2=NN(C(=O)c3cccs3)C(c3ccccc3Cl)C2)cc1 (stereo unspecified),i
COC(CNC(=O)c1c(C)cc(C)n(C)c1=O)c1cccs1 (stereo unspecified),i
COc1cccc(-n2c(=O)c3sccc3n(CC(=O)NCc3ccco3)c2=O)c1,?
Cc1ccc(Nc2nc(-c3ccccc3)cs2)cc1C,?
Cc1ccc(Nc2cc(C)nc(Nc3ccc(NC(=O)c4ccccc4F)cc3)n2)cc1,?
O=C(CCC1=NS(=O)(=O)c2ccccc2N1)NCc1ccco1,i
Cc1cccc(-n2ncc3c(NCCc4ccc(Cl)cc4)ncnc32)c1,i
Cc1cc(CC(C)NC(=O)c2cn(-c3ccccc3)nn2)n[nH]1 (stereo unspecified),i
Cc1ccccc1Nc1sc(C(=O)c2ccccc2)c(N)c1C#N,i
Cc1ccccc1CNC(=O)Cc1ccccc1,i
O=C(CSc1ccccn1)N1c2ccccc2CCc2ccccc21,i
O=C(Nc1ccccc1O)c1ccc(Br)c(S(=O)(=O)N2CCOCC2)c1,i
Cc1ccncc1C(=O)N(C)Cc1ccccc1OCC(C)C,?
COc1cccc(NC(=O)C2(c3ccccc3)CCOCC2)c1,i
Cc1ccc2oc(-c3ccc(C)c(N)c3)nc2c1,?
CC(=O)Nc1ccc(S(=O)(=O)N2CCC(N(C)C(C)C)CC2)cc1,i
O=C(Nc1nccs1)c1cnc2sccn2c1=O,i
CC(C)Cn1c(CCNC(=O)C(C)(C)C)nc2ccccc21,i
Cc1cc(N2CCCCC2)nc(N2CCN(S(=O)(=O)c3cccc(Cl)c3)CC2)n1,i
Cc1ccc2nc(CN(C)C(=O)CC3CCc4ccccc43)[nH]c2c1 (stereo unspecified),?
NC(=NCCC[C@H](N)C(=O)O)NO,?
CC(C)(O)C#Cc1cccc(C(=O)NCc2ccc3c(c2)OCCCO3)c1,?
CC(C)CN(C/C=C/c1ccccc1)C(=O)CNC(=O)N(C)C,i
O=C(Nc1ccc(Cl)cc1Cl)c1ccc(Cl)cc1Cl,?
CCCCNC(=O)c1c(NC(=O)c2ccccc2)sc(C)c1C,i

# Random excerpt: 2 entries already listed, in no set order.
SMILES,ST2 inh
C=Cc1cccc(CN2CCC3(CC2)CCN(C(=O)COC)CC3)c1,i
CCC(C(=O)Nc1ccccc1NC(C)=O)c1ccccc1 (stereo unspecified),i

# The list continues.
SMILES,ST2 inh
CCOc1cc(C(=O)N(c2ccc(C)c(C)c2)C2C=CS(=O)(=O)C2)cc(OCC)c1OCC (stereo unspecified),i
Cc1ccc(S(=O)(=O)c2nc(-c3ccco3)oc2SCC(=O)c2ccccc2)cc1,i
O=C(Cn1c(=O)[nH]c2ccsc2c1=O)NC1CCCc2ccccc21 (stereo unspecified),i
CCn1ccc2c(CN3[C@@H]4CC[C@H]3CNC(=O)C4)cccc21,?
Cc1cnc(C)c(-c2cc(O)c3c(c2)CN(Cc2snnc2C)CCO3)n1,i
O=C(CN1CCCC1)N1c2ccccc2Sc2ccc(C(F)(F)F)cc21,i
COC(=O)C1=C(C)Nc2nc(SCc3ccccc3)[nH]c(=O)c2C1c1cccs1 (stereo unspecified),i
CCCCNc1nc(-c2ccc([N+](=O)[O-])cc2)nc2ccccc12,i
COCCn1c(=O)[nH]c2cc(C(=O)O)ccc2c1=O,i
COc1cc(Cl)c(C)cc1NC(=O)c1cccnc1,i
COc1ccc(Nc2cc(C)nc(Nc3ccc(NC(=O)c4cccc(Cl)c4)cc3)n2)cc1,?
Cc1ccc(NC(=O)c2ccc(Cl)cc2Cl)c(C)c1,i
CCCCOCC1CC(CC#CCN2CCCCC2)C(=O)O1 (stereo unspecified),i
O=C1Nc2ccccc2C(O)(C(=O)NCCCN2CCCCC2)N1c1ccc(Cl)c(Cl)c1 (stereo unspecified),i
COc1ccc(Cl)cc1NC(=O)c1cc(-c2cccs2)on1,i
Cc1cc(C)n(C(=O)Cc2cccc3ccccc23)n1,i
Cc1ccc(C)c(CSC2=NCCN2C(=O)c2ccccc2)c1,i
COc1ccc(N2C(=O)S/C(=C\c3ccc(O)cc3)C2=O)cc1,i
CCCC(=O)N1c2ccccc2-c2nnc(SC)nc2OC1c1ccc(C)o1 (stereo unspecified),i
CCOc1ccc(S(=O)(=O)N2CCN(c3nc(C)cc(N(C)C)n3)CC2)cc1,?
CCOC(=O)c1c(-c2ccccc2)oc2ccc(OCC)cc12,i
Cc1ccc(C(=O)NC(NC(=O)c2ccccc2)C(Cl)Cl)cc1 (stereo unspecified),?
CCOc1ccc(S(=O)(=O)Nc2cccc(CC)c2)c2cccnc12,i
Cc1[nH]n(-c2ccccc2)c(=O)c1C1=c2cc(Br)cc(C)c2=NC1=O,i
O=C(Nc1ccc(Cl)cc1)Nc1ccc(Br)cn1,i
Cc1ccc(CN2CCC(CN(C)Cc3ccc(C4CCCCO4)s3)CC2)o1 (stereo unspecified),i
COc1ccccc1C1=NC(=O)CS1,i
CCOC(=O)Cn1c(=O)oc2cc(S(=O)(=O)Nc3ccc(Cl)cc3)ccc21,i
COc1ccc2c(=O)c(-c3ccccc3C)c(C(F)(F)F)oc2c1C,?
O=C(COc1ccccc1)Nc1cnn(CC(=O)N2CCC3(C=Cc4ccccc43)CC2)c1,i
OC(CNCCc1ccccc1)CN1c2ccccc2Sc2ccccc21 (stereo unspecified),?
Cc1cc(C)n(-c2cc(N3CCN(C(=O)c4ccco4)CC3)ccc2[N+](=O)[O-])n1,i
COc1ccc(C=NS(=O)(=O)c2ccc(C)cc2)c(OC)c1,i
COc1ccc(CCNC(=O)CC2Sc3ccc(C(F)(F)F)cc3NC2=O)cc1OC (stereo unspecified),i
Cc1ccccc1Oc1ccc(N2C(=O)C3C4C=CC(C4)C3C2=O)cc1 (stereo unspecified),i
CCSc1nnc2c(n1)OC(c1ccc(OC)cc1OC)Nc1ccccc1-2 (stereo unspecified),i
COc1ccc(NC(=O)[C@H](CCS(C)(=O)=O)N2Cc3ccccc3C2=O)c(OC)c1,?
CCOC(=O)c1sc2nc(C)nc(NCc3ccccc3OC)c2c1C,i
COc1ccc(-c2csc(/C(C#N)=C/c3ccccc3Cl)n2)cc1,42%*
CCCCOCC(=O)N1CCC2(CC1)CNC(=O)C2,i
O=C(CCC1CCN(S(=O)(=O)c2ccc(Cl)s2)CC1)Nc1ccccc1,i
CNc1ncc(-c2ccc(O)c(OC)c2)c(-c2ccc(C)cc2)n1,?
CCN(CC)C(=O)Cn1cc(/C=C2\C(=O)NC(=O)N(CC)C2=O)c2ccccc21,i
